# Source: PubChem BioAssay
# Yfh1-off respiration: mitochondrial function rescue without frataxin homolog – Friedreich's ataxia, plus single-dose screen, dose response (AID 1465). S. cerevisiae Yfh1-off respiration, WST-1 reduction, 72 h; higher fold induction means a stronger effect. one-dose fold induction at 50 µM; EC50 in µM for titrated hits. 220,000 compounds, 0.074% hits;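 active = fold induction of absorbance versus untreated yeast above a set limit, then at least 30% activation at any dose in follow-up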;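 note: activators that raise dye reduction in frataxin-depleted yeast; strong numbers were not always called active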
# MT stabilize HCS: stabilizes microtubules in HeLa cells; HeLa tubulin immunostaining HCS, 24 h; share of cells brighter than vehicle mean+2SD; 200,000 compounds, 0.83% hits; % tubulin-high responders, % at 10 µM;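 active = plate Z-score above 3 for both tubulin-high and condensed-nucleus cell shares, with cell loss under 80%, at 10 µM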;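 note: anti alpha tubulin signal scored within the nucleus-defined area of each cell; some results filed as inactive read as strong as hits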
# WT yeast gro inh: growth inhibition of WT yeast, mitochondrial fusion screen; mitochondrial fusion phenotypic screen, WT strain; inhibition, % at 10 µM; 190,000 compounds, 2.1% hits; AID 1362; in the data active = inhibition above about 58%; tested in S. cerevisiae
# human PMI inhibitors: MPI inhibition at elevated mannose 6-phosphate – biochemical, fluorescence intensity, high mannose 6-phosphate, primary screen (AID 1220). 190,000 compounds, 0.66% hits. recombinant PMI enzyme, coupled fluorescence intensity; higher % means a stronger effect. inhibition, % at 20 µM; hits with a dose series show IC50 in µM
# Autophagy HCS: modulators of autophagy; 190,000 compounds, 0.98% hits; calls only at 10 µM (by protocol); AID 463193; MEF GFP-LC3 puncta imaging; test concentration mostly 10 µM;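 active = percentage of spot-positive cells more than 3 SD above its plate mean, without a fluorescence outlier flag or 80% toxicity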;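 note: spot-positive cell cutoff set from DMSO-treated cells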
# Insulin prom up: MIN6 insulin promoter up-regulation | MIN6 insulin promoter-GFP reporter, high-content imaging; stronger effect = higher value | z-score at 5 µM | 190,000 compounds, 0.3% hits | AID 1625;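 active = z-score above 3 at 5 µM with at least 500 cells counted in the well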
# bCat nuc transl: beta-catenin nuclear translocation modulation; HeLa beta-catenin nuclear translocation, immunofluorescence imaging; nuclear translocation activity, % at 5 µM; 190,000 compounds, 0.3% hits; AID 1665;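 active = nuclear translocation activity above 50% at 5 µM, with a well cell count of 50 or more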;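 note: per-cell ratio of nuclear to cytoplasmic median beta-catenin stain intensity; plate controls were DMSO negative control for no effect and GSK-3 inhibitor IX positive control for full effect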
#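 test system = HeLa cells, endogenous beta-catenin | dosing = single 5 µM dose plus 0.02–20 µM confirmation series | times = compound treatment 24 h, 37°C, 5% CO2 | technique = beta-catenin immunofluorescence imaging with DAPI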
# Dynein transport: blocks dynein driven cargo transport along microtubules | AID 1381 | 3617.4 mouse cells, GR-EGFP nuclear translocation imaging; test concentration mostly 20 µM; stimulated with dexamethasone, 1 µM; stronger effect = lower value | 220,000 compounds, 0.47% hits | z-score, hits read low;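 active = plate z-score of nuclear minus cytoplasmic receptor signal below a set negative limit, without overly bright fluorescence or cell loss, cut at about -3.5 in these data, passing the limit was not always enough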;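 note: z-score of nuclear minus cytoplasmic ring GR-EGFP intensity difference per well; some compounds called inactive have numbers as strong as hits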
#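 Schedule: 48 h induction, then 1 h compound, then 30 min agonist, 37 °C. Buffer or medium: tetracycline-free induction medium containing charcoal-stripped FBS. Reagent: 1.0 µM final dexamethasone stimulus. Evaluation: nuclear versus cytoplasmic GR-EGFP signal, averaged per well. Signal: high-content fluorescence imaging after fixation.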
# PMI inhibitors: MPI enzyme activity inhibition – biochemical, fluorescence intensity, coupled assay, primary screen (AID 1209). 190,000 compounds, 0.42% hits. purified PMI enzyme, coupled fluorescence intensity; higher % means a stronger effect. one-dose inhibition, % at 20 µM; IC50 in µM for titrated hits;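 note: plate controls were DMSO vehicle for no effect and wells lacking substrate for full effect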
# WT yeast gro inh mutant strain: recorded beside WT yeast gro inh, whose call it bears; inhibition, %; mitochondrial fusion phenotypic screen, mutant strain inhibition
# Dynein transport cytoplasmic EGFP: second read-out of Dynein transport, no call of its own (marks repeat the call); z-score; measured here: cytoplasmic GR-EGFP intensity; stronger effect = higher value
# Dynein transport nuclear GR-EGFP: second read-out of Dynein transport, no call of its own (marks repeat the call); z-score; measured here: nuclear GR-EGFP intensity;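 lower value marks the stronger effect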
# Dynein transport cell count: recorded beside Dynein transport, whose call it bears; z-score; measured here: cell count per field
# Insulin prom up cell count: further read-out of Insulin prom up, marked with its call; cell count; measured here: cytotoxicity, nuclei count;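 total cells summed across four imaged fields per well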
# bCat nuc transl cell count 5 µM: recorded beside bCat nuc transl, whose call it bears; cell count; measured here: cell count, cytotoxicity flag
# MT stabilize HCS Hoechst-high %: second read-out of MT stabilize HCS, no call of its own (marks repeat the call); % Hoechst-high responders; measured here: nuclear condensation Hoechst responders;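 share of cells brighter than vehicle mean plus two SD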
# MT stabilize HCS cytotoxicity %: further read-out of MT stabilize HCS, marked with its call; toxicity, %; measured here: cytotoxicity by cell density;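 0% = mean cell density of plate MIN control wells and 100% = no cells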
# Autophagy HCS cell loss 18 h: further read-out of Autophagy HCS, marked with its call; toxicity, %; measured here: cell loss, nuclei count;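 cell loss after 18 h compound exposure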
# * = called active by the depositor; i = inactive; · = not tested or not shown; + = active, no number. Cut-off read from the data, not from the text of the source, unless noted: active = inhibition above about 50%; inactive = the rest.
SMILES,Yfh1-off respiration,MT stabilize HCS,MT stabilize HCS Hoechst-high %,MT stabilize HCS cytotoxicity %,WT yeast gro inh,WT yeast gro inh mutant strain,human PMI inhibitors,Autophagy HCS,Autophagy HCS cell loss 18 h,Insulin prom up,Insulin prom up cell count,bCat nuc transl,bCat nuc transl cell count 5 µM,Dynein transport,Dynein transport cytoplasmic EGFP,Dynein transport nuclear GR-EGFP,Dynein transport cell count,PMI inhibitors
CC(C)CN1CCC(C(=O)NCC2CCCO2)CC1 (stereo unspecified),i,3.0,1.6,6.2,-2,-3,2%,i,-8,0.76,1188,-3.4,479,-0.28,-0.25,-0.17,1.1,7%
CC1CC1C(=O)OCC(=O)Nc1cccc([N+](=O)[O-])c1 (stereo unspecified),i,6.2,1.9,8.1,-4,0,1%,i,33,-0.5,1373,3.1,1094,0.84,-0.25,0.67,-0.83,3%
CCN(c1ccccc1)S(=O)(=O)c1cccc(C(=O)OCc2nc3sc(C)c(C)c3c(=O)[nH]2)c1,i,5.1,3.3,5.4,-1,2,10%,i,4,0.31,1647,-0.8,1124,-0.13,-0.16,-0.21,-0.5,23%
CCOC(=O)C1=C(C)Nc2ccccc2N=C1NC(=O)Cc1ccc(Cl)c(Cl)c1,i,4.6,1.2,9.0,0,-3,-2%,i,11,-0.1,1497,-4.0,1058,0.33,0.12,0.44,-0.027,-1%
CCN1C(=O)/C(=C2\C=Cc3cc(C)ccc3N2CC)OC1=S,i,4.2,1.2,3.4,-4,-5,9%,+,-9.7*,0.45,1231,-2.5,1176,-0.96,5.5,-0.35,0.45,0%
CCn1cc(C(=O)NCc2cccc(F)c2)c(=O)c2cc(F)c(N3CCN(C(=O)c4ccco4)CC3)cc21,i,1.3,1.5,4.1,38,6,8%,i,-4,·,·,0.2,969,0.17,-0.16,0.18,0.62,8%
CC(C)(C)c1ccc(-c2nc(C=O)c3ccccn23)cc1,·,2.4,1.6,5.1,6,7,3%,i,41,-0.13,1401,0.8,1436,-0.2,-0.11,0.46,1.3,5%
COc1ccc(CCNC(=O)C(=O)NCc2ccccn2)cc1,i,9.0,0.6,7.8,14,2,-4%,i,6,-0.17,1469,0.4,1499,-0.4,-0.38,-0.49,0.97,-2%
CCn1cc[n+](C)c1P(c1ccccc1)c1ccccc1,i,3.5,2.4,11,-2,13,-18%,i,-7,-2.6,625,1.2,1063,-0.45,-0.13,-0.15,0.26,0%
COC(=O)c1cc(N=CC2=C(O)CC(C)(C)CC2=O)cc(C(=O)OC)c1,i,2.7,3.8,4.9,6,3,-26%,i,8,0.03,1322,-0.3,936,-0.53,-0.32,-0.41,0.76,-23%
Cc1ccc(S(=O)(=O)NCc2nnc(SCC(=O)Nc3cccc(C)c3C)n2C)cc1,i,1.7,1.5,5.5,-2,-1,-2%,i,35,-0.89,992,-4.1,1278,-1.3,-0.087,-0.45,1.2,-4%
CCc1ccc2oc(-c3cc(N)ccc3Cl)nc2c1,i,4.2,0.9,1.9,18,5,2%,i,0,·,·,-6.3,1067,-0.59,-0.25,0.024,0.66,12%
CC(SCc1ccccc1)C(=O)Nc1ccccc1-c1ccccc1 (stereo unspecified),i,2.2,1.5,3.7,23,12,7%,i,15,-0.83,1402,6.7,1000,0.81,-0.23,0.76,-1.4,10%
CN(C)c1ccc(N=Nc2ccccc2C(=O)OCC(=O)NC2CCCC2)cc1,i,3.0,1.3,5.4,42,2,2%,i,2,-0.31,1504,-0.2,1118,0.0083,-0.24,-0.2,-0.5,6%
O=C(N1CCN=C1SCc1cccnc1)C12CC3CC(CC(C3)C1)C2,i,4.3,2.7,8.3,6,8,2%,i,-4,0.73,1153,-0.9,1406,-1.6,-0.074,-0.62,0.55,6%
NNC(=O)CN1C(c2ccc(Cl)cc2)=Nc2ccc(Br)cc2C1c1ccccc1 (stereo unspecified),i,7.7,3.0,4.9,6,4,12%,i,18,0.35,1428,7.1,1417,0.29,-0.015,0.51,-0.16,15%
CCCCNC(=O)Cn1c(=O)n(C)c2ccccc21,i,11,1.6,7.2,7,9,14%,·,·,1.2,1467,1.4,1081,0.89,-0.11,0.73,-0.72,15%
Cc1ccccc1-n1c(=O)c2ccccc2n2nnnc12,i,2.7,2.1,5.2,12,-6,9%,i,-14,-0.24,1134,-6.4,999,-0.029,-0.034,0.41,0.34,5%
CC(=O)Nc1ccc(NC(=O)COC(=O)c2c(C)nn(-c3ccccc3)c2C)cc1,i,2.2,2.5,8.6,-5,-15,-4%,i,5,0.05,1121,·,·,0.79,-0.2,1,-1.5,-3%
Cc1cc2c(c(SCC(N)=O)n1)C(=O)OC2,i,3.0,1.9,7.9,2,-14,2%,i,-1,-0.37,1217,-5.4,1156,-0.71,-0.11,-0.39,0.13,1%
O=C(CSc1nc2ccccc2[nH]1)NC1CCCC1,i,1.6,3.8,8.3,-13,-7,2%,i,-5,-0.22,1303,0.6,1048,1.6,-0.34,0.67,-0.82,-6%
O=[N+]([O-])c1ccccc1CSc1nc2ccccc2o1,i,3.6,1.2,8.6,16,5,10%,i,9,-0.12,1204,·,·,-0.36,-0.19,-0.51,0.4,-2%
O=C(O)c1cc(-n2cccc2)ccc1N1CCOCC1,i,·,·,·,·,·,·,·,·,-0.16,1440,-2.6,1189,0.18,-0.31,-0.14,1.3,·
Cc1c(N)cc(N)cc1C(=O)O,i,·,·,·,·,·,·,·,·,0.45,952,-0.7,1372,-0.1,-0.2,0.38,-0.57,·
CCOC(=O)N1CCC(NC(=O)c2cnc3n(c2=O)CCS3)CC1,i,3.7,2.0,9.7,4,4,-5%,i,6,-0.01,1427,-0.4,1054,0.39,-0.24,0.58,-0.46,1%
CCN(CC)CCCCCOc1ccccc1OC,i,0.8,0.8,6.8,0,14,24%,i,-14,2.1,992,-2.4,1213,0.2,-0.23,0.081,-0.044,12%
COc1ccc(Cn2nnnc2CN2CCN(c3ccc(OC)cc3)CC2)cc1,i,1.9,1.2,1.8,0,-12,10%,i,12,2.5,1420,-1.4,1240,-0.26,-0.33,0.02,-0.027,-2%
O=C(O)C1CCCCC1C(=O)Nc1ccc2c(c1)OCCO2 (stereo unspecified),i,6.2,2.3,11,-10,-8,4%,i,12,-0.04,1682,·,·,-0.015,-0.23,0.0073,0.23,5%
COc1ccc2occ(C(=O)c3cccs3)c2c1,i,1.9,1.9,4.1,5,-18,11%,i,-2,-0.1,911,·,·,-0.022,-0.13,0.13,0.14,11%
COc1ccc(/C=N/NC(=O)CCc2c(C)n[nH]c2C)cc1OC,i,1.8,1.4,13,10,-6,4%,i,-11,0.48,720,2.3,1058,-0.13,0.21,0.17,0.63,6%
Cc1cc(C)n2nc(C(=O)NC3CCCc4ccccc43)nc2n1 (stereo unspecified),i,5.0,2.1,11,-9,0,6%,i,2,-0.26,1294,-1.2,1107,-0.29,0.27,-0.085,-0.13,-9%
Cc1cccn2c(=O)c3cc(C#N)c(=NC(=O)c4cccnc4)n(CC4CCCO4)c3nc12 (stereo unspecified),i,4.3,1.2,4.4,·,·,·,i,13,·,·,·,·,2.2,-0.17,1.2,-1.2,·
Cc1sc2nc(NCCO)[nH]c(=O)c2c1C,i,5.6,1.5,0.1,9,4,6%,i,5,-0.81,1008,·,·,-0.2,-0.15,0.18,-0.19,4%
CC1CCCC(NC(=O)c2ccc3c(SCC(=O)O)c4c(nc3c2)CCC4)C1C (stereo unspecified),i,·,·,·,·,·,·,·,·,-0.85,1130,1.1,1270,-0.33,-0.26,0.25,0.57,·
Cc1ccc(S(=O)(=O)NCCCCCC(N)=O)cc1,i,1.2,1.2,6.3,0,-25,0%,i,-6,-0.19,897,-3.7,1235,-0.17,-0.09,0.13,-2.2,6%
CCN1CCN(C(=O)c2ccccc2NS(=O)(=O)c2ccc(Cl)cc2)CC1,i,5.8,2.5,10,-10,13,-4%,i,3,-1,1253,-2.1,1152,-0.65,-0.16,0.039,0.23,-10%
O=C(NCc1cccnc1)/C(=C\c1ccc(-c2cccc(Cl)c2)o1)S(=O)(=O)c1ccccc1,i,52*,35*,59*,0,16,0%,i,39,-0.16,1534,17,753,-4.3*,1*,-2.5*,0.59*,9%
CCCCn1c(O)c(N=NC(=O)c2ccccc2NS(=O)(=O)c2cccs2)c2ccccc21,i,3.4,4.0,9.5,-8,-15,0%,i,2,-0.49,1177,1.6,525,-0.83,-0.2,-0.81,0.84,-5%

# Four of the entries above in order of their number in MT stabilize HCS Hoechst-high %, largest number first.
Compound | MT stabilize HCS Hoechst-high %
Cc1ccccc1-n1c(=O)c2ccccc2n2nnnc12 | 2.1
CCCCNC(=O)Cn1c(=O)n(C)c2ccccc21 | 1.6
COc1ccc(/C=N/NC(=O)CCc2c(C)n[nH]c2C)cc1OC | 1.4
Cc1ccc(S(=O)(=O)NCCCCCC(N)=O)cc1 | 1.2
